Screening results from PubChem BioAssay.
GDH-TPI inh = GDH-TPI coupling enzyme inhibitors, primary screen, artefact control for M. tuberculosis FBA inhibitor project, biochemical, absorbance, full deck | AID 588335, 2011 | inhibition, % at 4.8 µM | GDH-TPI coupled enzyme counterscreen, NADH absorbance | 1.2% of 360,000 active; in the data active means inhibition above about 30%;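 further: 0% = DMSO wells and 100% = wells lacking the enzyme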
BH1578 lux ind = inducers of Vibrio cholerae quorum light production without autoinducers, primary screen, BH1578 luxS cqsA deficient, single point; V. cholerae BH1578 lux reporter, luminescence, 6 h; 0.16% of 350,000 active; AID 588436, 2011; activation, % at 18.7 µM; in the data active means activation mostly above about 9.7%, no sharp cut-off; inconclusive means no clear call, values can overlap the other calls; inactive means mostly below about 3.7%; further: not every result past the cut was called active; inactives centre near 0; reference of the scale not given here
Mtb FBA inh = Mtb FBA enzyme inhibitors, primary screen, biochemical, fluorescence, strain H37Rv; inhibition, % at 1 µM; purified M. tuberculosis FBA, fluorescence read-out; 2.3% of 360,000 active; in the data active means inhibition above about 27%;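 further: 0% = vehicle and 100% = reference inhibitor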
Target sequence (P9WQA3 whole entry, looked up): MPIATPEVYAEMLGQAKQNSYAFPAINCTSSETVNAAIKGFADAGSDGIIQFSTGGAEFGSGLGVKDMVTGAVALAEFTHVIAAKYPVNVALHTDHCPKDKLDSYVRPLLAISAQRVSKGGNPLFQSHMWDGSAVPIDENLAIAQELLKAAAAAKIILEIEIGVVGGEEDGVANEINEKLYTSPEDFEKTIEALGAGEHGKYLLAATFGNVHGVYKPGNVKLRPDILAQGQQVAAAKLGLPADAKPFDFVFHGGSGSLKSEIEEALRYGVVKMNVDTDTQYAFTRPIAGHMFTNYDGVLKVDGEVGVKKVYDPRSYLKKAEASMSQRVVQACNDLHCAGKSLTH
PfHsp40 yeast = rescue of yeast from PfHsp40 toxicity, primary screen, S. cerevisiae, ATP luminescence | growth rescue, % at 12.5 µM | S. cerevisiae expressing PfHsp40, growth rescue | 0.68% of 340,000 active; in the data active means growth rescue above about 28%, passing the limit was not always enough; inconclusive means no clear call, values can overlap the other calls;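 further: yeast W303a lacking pdr1 and pdr3 grown in galactose medium; growth measured after three days at 30 °C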
Y pestis TopoI = Yersinia pestis topoisomerase I inhibitors, primary screen, biochemical, cleavage product accumulation, plate reader, single point; DNA topoisomerase I (Yersinia pestis CO92); Y. pestis Topo-I cleavage product accumulation; activity, % at 10 µM; 0.064% of 360,000 active; in the data active means activity above about 50%, passing the limit was not always enough; inconclusive means no clear call, values can overlap the other calls; further: inactives centre near 2
UGM FP inh = M. tuberculosis UGM enzyme inhibitors, primary screen, biochemical, fluorescence polarization, single point; UDP-galactopyranose mutase (Mycobacterium tuberculosis (strain ATCC 25618 / H37Rv)), …; purified UGM, fluorescence polarization probe displacement; inhibition, % at 10 µM; 0.06% of 320,000 active; in the data active means inhibition above about 10%, passing the limit was not always enough; inconclusive means no clear call, values can overlap the other calls
Target sequence (P9WIQ1 whole entry, looked up): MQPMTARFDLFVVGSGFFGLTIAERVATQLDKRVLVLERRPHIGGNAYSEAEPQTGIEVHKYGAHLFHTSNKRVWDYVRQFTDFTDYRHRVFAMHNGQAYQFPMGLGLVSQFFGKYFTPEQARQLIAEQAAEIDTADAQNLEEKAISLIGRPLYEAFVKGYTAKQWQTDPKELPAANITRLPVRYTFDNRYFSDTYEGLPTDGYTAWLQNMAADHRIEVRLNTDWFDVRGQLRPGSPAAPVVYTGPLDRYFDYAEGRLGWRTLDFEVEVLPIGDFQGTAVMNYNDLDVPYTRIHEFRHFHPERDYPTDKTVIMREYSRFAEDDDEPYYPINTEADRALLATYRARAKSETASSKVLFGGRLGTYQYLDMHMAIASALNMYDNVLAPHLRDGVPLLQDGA
FadD28 FP inh = inhibitors of FadD28 bisubstrate probe binding, primary screen, biochemical, fluorescence polarization, single point; Mycobacterium tuberculosis FadD28 fatty-acid-AMP ligase; inhibition, % at 12.5 µM; AID 588549, 2011; 0.22% of 360,000 active; in the data active means inhibition above about 8.5%, passing the limit was not always enough; inconclusive means no clear call, values can overlap the other calls
TcdB GH inh = TcdB glycohydrolase inhibitors, primary screen, biochemical, single point, plate reader; TcdB glycohydrolase enzymatic assay; inhibition, % at 9.99 µM; 0.24% of 350,000 active; AID 652162, 2013; in the data active means inhibition above about 10%
BioA inh = M. tuberculosis BioA enzyme inhibitors, primary screen, biochemical, plate reader, single point, HTS; 7,8-diaminopelargonic acid synthase BioA (Mycobacterium tuberculosis); 0.096% of 360,000 active; AID 602481, 2012; inhibition, % at 9.99 µM; purified M. tuberculosis BioA enzyme; in the data active means inhibition above about 40%; inconclusive means no clear call, values can overlap the other calls
The depositor's hits bear a star; i = inactive; u = inconclusive; x = not tested or not shown.

SMILES	GDH-TPI inh	BH1578 lux ind	Mtb FBA inh	PfHsp40 yeast	Y pestis TopoI	UGM FP inh	FadD28 FP inh	TcdB GH inh	BioA inh
CCCCCC(=O)Nc1ccc(S(=O)(=O)Nc2ccc(Cl)nn2)cc1	5.7	-0.5	-0.5	0.4	0.5	3.7	-2.1	-1.9	0.2
CCCCC(c1nnnn1Cc1ccco1)N1CCN(c2nc3ccccc3s2)CC1 (centres undefined)	1.9	-0.2	4.8	27.4*	46.9	3.5	-6.4	x	2.8
Nc1nnc(SCC(=O)Nc2ccc3c(c2)OCCO3)s1	-1.9	12.5	2.1	-0.7	3.6	0.1	-1.6	x	-1.0
COc1ccccc1NC(=O)CCN1C(=O)/C(=C\c2cc(OC)c(OC)c(OC)c2)SC1=S	-1.6	-0.4	-1.5	0.1	0.5	1.1	-2.6	1.6	-1.0
O=C(Cn1nnc(-c2ccccc2NC(=O)c2ccco2)n1)NC1CCCCC1	15.0	-7.1	2.0	0.2	3.5	1.0	-2.6	0.9	-1.3
COc1cc(C(=O)OCC(C)=O)ccc1OCc1c(C)noc1C	-10.8	i	-5.2	0.3	4.8	x	-4.3	0.1	x
CCOc1ccc(-c2nnc(NC(=O)Cc3ccc(OC)cc3)o2)cc1	1.5	-0.2	2.7	0.1	-6.2	0.8	-2.0	0.6	5.1
Cc1ccccc1N1C(N)=NC(N)=NC1(C)C	6.8	6.2	76.2*	9.7	1.9	1.7	x	x	-0.9
C[C@]12c3[nH]c4cc(-c5ccco5)ccc4c3CCN1C(=O)[C@@H](CC(=O)NCc1cccc(C(F)(F)F)c1)C[C@@H]2C(=O)N1CCCCC1	7.3	-0.2	15.6	1.1	2.4	x	-3.7	0.8	-0.8
Cc1ccc(OCc2cc(C(=O)N(C)CC3CCOCC3)no2)cc1C	7.3	i	-0.5	1.3	2.9	1.9	-0.8	1.7	0.2
CCOCCc1c(O)nc(SCCOc2ccc(C)c(C)c2)[nH]c1=O	1.2	-0.5	-1.9	1.5	9.6	0.2	-5.0	-0.7	x
COc1cc(CC(=O)Nc2ncc(C)s2)cc(OC)c1OC	5.0	i	-1.8	-0.6	-1.3	-0.4	-0.6	x	-1.6
COc1cc(CCC(=O)OCc2nnc(-c3ccccc3)o2)cc(OC)c1OC	-6.2	-0.5	2.4	0.5	10.3	-2.0	-1.5	x	0.5
CCOc1ccc(CNCc2cccnc2)cc1	4.6	0.8	1.5	0.6	7.0	-0.1	0.1	x	1.4
O=C(CCn1nc(-c2ccc(F)cc2)ccc1=O)NCc1ccccc1	12.2	-0.8	1.4	-0.7	0.1	3.8	-0.4	1.3	1.5
C=CCn1c(SCC(=O)NC2CCCC2)nnc1-c1ccncc1	-3.4	-1.7	2.4	-1.2	-6.2	3.0	-2.0	-1.6	1.4
CCCc1nnc(NC(=O)COC(=O)c2cc(C)nc3ccccc23)s1	8.2	-0.4	2.0	-0.6	-11.2	1.8	-0.6	0.5	-3.4
O=S(=O)(/C=C/c1ccccc1)NCc1ccccc1Cl	5.2	-0.6	-2.5	1.5	2.9	4.0	0.6	1.8	x
O=C(NCCc1ccccc1)c1ccc2c(c1)OCCO2	10.7	-0.4	3.1	0.8	-3.7	0.0	-0.3	-3.3	-2.2
COc1cccc(CNC(=O)C2CCN(S(=O)(=O)c3cnc[nH]3)CC2)c1	-1.2	i	-2.9	0.0	-5.5	1.4	-0.1	x	-1.8
CC(C)CC1CCCCC1OC(=O)CN1CCCCC1 (centres undefined)	-0.6	0.1	0.0	-1.6	3.2	-0.9	0.1	0.5	-0.3
CC(=O)c1cccc(NC(=O)C2COc3ccccc3O2)c1 (centres undefined)	-0.7	-0.6	0.4	2.3	8.6	-1.2	-0.7	3.0	1.3
CC(C)C(=O)NC(Nc1cccc2cccnc12)C(Cl)(Cl)Cl (centres undefined)	9.1	-0.3	-2.7	0.7	5.5	0.4	-5.2	x	0.9
CC1Cc2ccccc2N1C(=O)CO/N=C/c1ccc(OC(F)F)cc1 (centres undefined)	1.4	-0.2	0.0	0.5	5.8	0.7	-1.3	0.8	x
O=C(CCC(=O)N1CCOc2ccc(Cl)cc21)NCCN1CCOCC1	-6.2	0.0	0.3	-0.5	4.0	-1.4	-0.4	0.9	-0.6
CCCn1c(SCC(=O)N2CCCCC2)nnc1C(C)C	5.5	0.7	5.9	0.6	6.0	1.3	1.7	1.0	x
C#CCOc1cc(C2C3=C(COC3=O)Nc3cc4c(cc32)OCO4)ccc1OC (centres undefined)	15.0	x	6.4	-1.6	6.6	2.5	-1.9	0.6	x
Fc1c(F)c(F)c(SCn2cc(Br)cn2)c(F)c1F	1.6	i	-2.3	-0.6	2.4	-1.9	-2.3	1.0	-0.5
CCn1c(O)c(N=NC(=O)CNc2ccc(C)cc2)c2ccccc21	18.2	-0.3	-2.6	0.8	19.0	0.5	0.6	0.9	x
N#Cc1ccc(/C=N/NC(=O)c2cccc(S(=O)(=O)N3CCOCC3)c2)cc1	13.8	-0.7	11.0	0.7	-1.3	-1.3	-1.7	0.1	x
CCCCOC(=O)c1ccc(NC(=O)CN2C(=O)NC3(CCCCCC3)C2=O)cc1	-6.3	-2.6	-4.7	1.0	19.6	-3.3	x	-2.1	-0.6
CCN(CC)S(=O)(=O)c1ccc(F)c(C(=O)OC2CC(C)OC2=O)c1 (centres undefined)	-4.5	1.6	1.3	-0.3	5.8	-1.7	-0.2	1.9	-1.2
CCc1nnc(NS(=O)(=O)c2ccc(NS(=O)(=O)c3ccccc3)cc2)s1	0.9	i	-2.2	-0.8	-1.4	7.0	-0.9	0.6	-2.0
Cc1ccc(Cn2nnnc2CN2CCC(O)(c3ccccc3F)CC2)cc1	4.0	3.3	1.2	0.7	28.9	1.5	-0.9	-1.0	-0.5
CCc1c(C2(O)CCCCC2)[nH]c2ccc(C#N)cc12	16.6	i	9.1	-0.1	-10.2	4.5	-1.0	0.8	-1.8
CCCn1c(SCC(=O)N(C)CC(=O)Nc2ccc(Cl)cc2)n[nH]c1=O	1.8	-1.2	0.6	-0.5	-0.8	0.1	x	0.1	1.9

No new results follow: an excerpt of the list.
SMILES	GDH-TPI inh	BH1578 lux ind	Mtb FBA inh	PfHsp40 yeast	Y pestis TopoI	UGM FP inh	FadD28 FP inh	TcdB GH inh	BioA inh
O=C(CCC(=O)N1CCOc2ccc(Cl)cc21)NCCN1CCOCC1	-6.2	0.0	0.3	-0.5	4.0	-1.4	-0.4	0.9	-0.6
CCCn1c(SCC(=O)N2CCCCC2)nnc1C(C)C	5.5	0.7	5.9	0.6	6.0	1.3	1.7	1.0	x

Remaining list, next part.
SMILES	GDH-TPI inh	BH1578 lux ind	Mtb FBA inh	PfHsp40 yeast	Y pestis TopoI	UGM FP inh	FadD28 FP inh	TcdB GH inh	BioA inh
CCOC(=O)C(C)Sc1nc(-c2ccccc2)nc2ccc(F)cc12 (centres undefined)	-1.0	x	6.4	0.7	7.0	-1.6	-0.7	x	0.5
O=C(NCC1([N+](=O)[O-])CN(C(=O)c2ccccc2)CN(C(=O)c2ccccc2)C1)c1ccccc1	3.7	i	-0.5	-1.3	-11.9	0.6	-1.2	1.9	x
CCOc1ccc2[nH]c3c(NCC(C)C)ncnc3c2c1	1.1	i	76.8*	-1.2	-13.5	0.0	-2.3	x	x
O=[N+]([O-])c1ccc(O)c2cccnc12	7.5	-0.2	-27.8	-0.6	10.2	2.3	-0.3	1.8	-0.7
CN(C)c1ccc(/C=N/Nc2ccc(-n3ccnc3)nn2)cc1	24.4	-2.3	2.1	-0.1	-7.7	2.0	-3.1	x	0.9
O=C(NCc1csc2ccccc12)Nc1cc(Cl)cc(Cl)c1	27.9	-0.4	-0.6	1.5	0.0	-1.0	-0.3	0.2	x
CCOCCCN1C(=O)CN(C2CCCCC2)C(=O)C1c1ccc(OCC)c(OC)c1 (centres undefined)	-9.3	i	1.1	0.4	1.7	-0.4	-3.3	x	x
Cc1ccc(C(O)(COC(=O)C(C)C)COC(=O)C(C)C)c(O)c1	-5.9	-0.5	0.6	5.3	5.6	0.4	-2.5	1.1	3.7
CC(=O)N1CCc2cc(Br)cc(S(=O)(=O)NCCCN(C)Cc3ccccc3)c21	-2.7	-0.6	-0.6	u	7.2	0.6	-1.3	1.0	-0.4
CCC(CC)NC(=O)c1ccc2c(c1)OCCO2	-3.2	25.0*	-0.4	0.0	1.6	0.4	-0.3	x	-2.4
CCn1c(SCC(=O)Nc2cccc(F)c2)nnc1-c1cc2cc(Br)ccc2o1	8.3	6.1	15.0	1.3	5.3	4.9	-1.4	x	-0.5
COc1cccc(NC(=O)CC(C)=O)c1	-3.8	i	-1.7	-0.7	8.5	4.2	3.0	0.5	-1.0

Single records, as listed above. Order of values: GDH-TPI inh	BH1578 lux ind	Mtb FBA inh	PfHsp40 yeast	Y pestis TopoI	UGM FP inh	FadD28 FP inh	TcdB GH inh	BioA inh
Shown for Cc1ccc(Cn2nnnc2CN2CCC(O)(c3ccccc3F)CC2)cc1 : 4.0	3.3	1.2	0.7	28.9	1.5	-0.9	-1.0	-0.5
Shown for Nc1nnc(SCC(=O)Nc2ccc3c(c2)OCCO3)s1 : -1.9	12.5	2.1	-0.7	3.6	0.1	-1.6	x	-1.0

Another view of some results above.
molecule | GDH-TPI inh | BH1578 lux ind | Mtb FBA inh | PfHsp40 yeast | Y pestis TopoI | UGM FP inh | FadD28 FP inh | TcdB GH inh | BioA inh
CCOC(=O)C(C)Sc1nc(-c2ccccc2)nc2ccc(F)cc12 (centres undefined) | -1.0 | x | 6.4 | 0.7 | 7.0 | -1.6 | -0.7 | x | 0.5
O=C(NCC1([N+](=O)[O-])CN(C(=O)c2ccccc2)CN(C(=O)c2ccccc2)C1)c1ccccc1 | 3.7 | i | -0.5 | -1.3 | -11.9 | 0.6 | -1.2 | 1.9 | x
CCOc1ccc2[nH]c3c(NCC(C)C)ncnc3c2c1 | 1.1 | i | 76.8* | -1.2 | -13.5 | 0.0 | -2.3 | x | x
O=[N+]([O-])c1ccc(O)c2cccnc12 | 7.5 | -0.2 | -27.8 | -0.6 | 10.2 | 2.3 | -0.3 | 1.8 | -0.7

Continuation.
SMILES	GDH-TPI inh	BH1578 lux ind	Mtb FBA inh	PfHsp40 yeast	Y pestis TopoI	UGM FP inh	FadD28 FP inh	TcdB GH inh	BioA inh
CC(=O)Nc1ccc(-c2ccnc3c2CC(C)(C(=O)NCCC(F)(F)F)O3)cc1 (centres undefined)	-3.5	-0.3	6.5	x	1.1	x	-2.1	0.0	0.1
Cc1ccccc1N1CC(C(=O)Nc2nnc(SCC(=O)Nc3nccs3)s2)CC1=O (centres undefined)	5.0	-0.1	-2.3	-0.6	1.4	-0.7	-1.0	x	x
Cn1ncc(C(=O)Nc2ccc(Cl)cc2)c1C(F)(F)F	1.5	i	2.3	0.3	6.1	-2.0	-3.0	2.0	3.6
C=CCc1ccccc1OCCCCN1CCCC1	-6.6	i	3.5	0.6	-0.6	1.7	-3.1	x	-0.4
COCC(=O)Nc1ccc(C(N)=O)cc1	4.7	0.0	-0.8	1.1	-5.0	-1.9	-0.6	x	0.7
CC(C)(C)n1nc2c(c1NC(=O)Cc1ccccc1)CS(=O)(=O)C2	-1.9	-0.1	-1.4	-0.5	-3.3	-0.5	-3.3	1.0	x
COc1ccc(C(=O)Nc2ccccc2C(=O)NCc2ccco2)cc1	-0.8	-0.3	1.9	-0.1	3.6	-2.1	-1.6	-5.8	-0.9
NC(=O)C1(N2CCCCC2)CCN(C2CC(=O)N(Cc3ccc(N4CCCC4=O)cc3)C2=O)CC1 (centres undefined)	-4.3	-0.5	4.2	0.8	3.5	-0.2	-1.4	x	0.4
CCC(C)c1ccc(NC(=O)C2CCN(c3ncccn3)CC2)cc1 (centres undefined)	11.0	-0.3	-5.9	0.5	-0.8	-1.3	-1.7	x	x
